From PubChem BioAssay
CatB inh – inhibitors of human cathepsin B; P07858; purified cathepsin B, fluorogenic substrate, fluorescence; inhibition, %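 (tested at 10 µM)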; actives 0.1% (n = 63,000); AID 453; in the data active = inhibition above about 21%;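 note: 0% = enzyme with no compound and 100% = no enzyme blank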
CatB mixtures – human cathepsin B inhibition by mixtures | P07858 | Purified cathepsin B, AMC dipeptide fluorescence, compound mixtures | inhibition, %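 (ten-compound pools at 5 µM per compound and 50 µM total)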 | actives 0.06% (n = 62,000) | AID 488; in the data active = inhibition above about 22%, passing the limit was not always enough; inconclusive = no clear call, values can overlap the other calls;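 note: 0% = enzyme without compound and 100% = no enzyme blank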
ROCK2 inh – inhibitors of human Rho kinase 2; actives 0.35% (n = 60,000); inhibition, % at 6 µM; purified ROCK2, Kinase-Glo ATP depletion luminescence;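 active = inhibition above the screen-wide mean inhibition plus 3 SD, cut at about 18% in these data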;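 note: plate controls were DMSO wells for no effect and Y-27632 control wells after no-enzyme background subtraction for full effect; many of its hits are not listed in these tables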
Target sequence (O75116 whole entry, looked up): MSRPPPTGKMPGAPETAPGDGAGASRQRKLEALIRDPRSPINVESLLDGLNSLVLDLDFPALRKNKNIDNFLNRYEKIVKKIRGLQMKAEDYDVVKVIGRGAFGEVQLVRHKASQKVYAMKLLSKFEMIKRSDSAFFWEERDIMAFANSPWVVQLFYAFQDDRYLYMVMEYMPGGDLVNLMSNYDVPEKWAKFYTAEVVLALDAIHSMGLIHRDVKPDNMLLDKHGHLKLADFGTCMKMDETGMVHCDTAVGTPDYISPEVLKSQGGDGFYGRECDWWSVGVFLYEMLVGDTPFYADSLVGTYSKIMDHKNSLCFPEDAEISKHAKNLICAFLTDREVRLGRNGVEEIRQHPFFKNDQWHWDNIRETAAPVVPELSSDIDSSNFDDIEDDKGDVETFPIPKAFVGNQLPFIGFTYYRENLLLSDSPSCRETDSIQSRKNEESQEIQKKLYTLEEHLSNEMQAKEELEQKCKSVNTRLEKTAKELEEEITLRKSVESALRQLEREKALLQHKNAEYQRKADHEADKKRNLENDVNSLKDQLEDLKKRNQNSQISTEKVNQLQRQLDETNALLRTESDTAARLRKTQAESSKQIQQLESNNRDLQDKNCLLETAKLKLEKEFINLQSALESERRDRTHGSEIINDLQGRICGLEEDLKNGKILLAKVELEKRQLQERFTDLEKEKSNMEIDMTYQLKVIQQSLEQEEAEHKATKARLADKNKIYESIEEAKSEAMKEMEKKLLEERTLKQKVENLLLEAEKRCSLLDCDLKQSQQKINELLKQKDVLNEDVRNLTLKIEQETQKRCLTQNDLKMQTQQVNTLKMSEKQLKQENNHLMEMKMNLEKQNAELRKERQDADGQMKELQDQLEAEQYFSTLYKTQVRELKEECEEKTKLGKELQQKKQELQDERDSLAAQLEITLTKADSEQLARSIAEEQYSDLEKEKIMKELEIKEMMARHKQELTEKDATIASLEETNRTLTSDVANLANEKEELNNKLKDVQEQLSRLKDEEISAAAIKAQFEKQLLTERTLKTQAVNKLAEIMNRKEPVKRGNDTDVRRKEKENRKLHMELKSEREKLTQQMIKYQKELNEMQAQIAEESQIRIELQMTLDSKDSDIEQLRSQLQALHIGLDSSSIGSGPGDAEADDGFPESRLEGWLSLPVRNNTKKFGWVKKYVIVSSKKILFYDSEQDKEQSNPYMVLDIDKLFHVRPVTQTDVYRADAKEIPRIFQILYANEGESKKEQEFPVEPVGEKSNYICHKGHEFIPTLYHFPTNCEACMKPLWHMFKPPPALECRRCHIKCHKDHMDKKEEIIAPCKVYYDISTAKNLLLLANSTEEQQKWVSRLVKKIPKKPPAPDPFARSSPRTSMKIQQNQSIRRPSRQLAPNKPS
HER2 expr 66K – lowers expression of human Her2 kinase | HER2 level % of control, % at 10 µM | SKBR-3 HER2 protein level, AlphaScreen, 18-24 h; stronger effect = lower value | P04626 | actives 0.69% (n = 65,000);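 active = HER2 level under 5% of the carrier-only control; inconclusive = no clear call, values can overlap the other calls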;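 note: 100% = DMSO carrier and 0% = 500 nM PU-H71 HSP90 inhibitor; lower value means stronger loss of Her2 protein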
Cathepsin G inh – blocks human cathepsin G enzyme activity | P08311 | purified enzyme, AMC-tetrapeptide fluorescence, pooled mixtures | inhibition, % at 5 µM (by protocol) | actives 0.2% (n = 62,000) | AID 581;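 active = inhibition above 20% in each of the two mixture wells holding the compound; inactive = inhibition of 20% or less in either well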;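 note: 0% = enzyme control without mixture and 100% = blank lacking enzyme; strong numbers were not always called active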
CatL inh – blocks human cathepsin L protease activity; AID 460; inhibition, %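 (tested at 10 µM)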; P07711; actives 0.17% (n = 58,000); purified cathepsin L, fluorogenic substrate, fluorescence; in the data active = inhibition above about 45%;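 note: 0% = enzyme with no compound and 100% = no enzyme blank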
CatS block – human cathepsin S inhibition. P25774. recombinant cathepsin S, AMC dipeptide fluorescence, pooled mixtures. inhibition, %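 (tested at 5 µM per compound within 10-compound mixtures)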. actives 0.06% (n = 62,000). AID 501; in the data active = inhibition above about 32%, passing the limit was not always enough; inconclusive = no clear call, values can overlap the other calls;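 note: 0% = enzyme without compound and 100% = blank without enzyme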
PKA kinase inh – PKA (human) kinase inhibition | P17612 | PKA Kemptide phosphorylation, Kinase-Glo ATP luminescence | inhibition, % at 6 µM | actives 0.1% (n = 65,000) | AID 524;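 active = inhibition above the screen-wide mean inhibition plus 3 SD, cut at about 21% in these data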; note: many of its hits are not listed in these tables
C1s block – blocks human complement C1s protease activity; purified C1s, fluorogenic AMC substrate, pooled mixtures; mean inhibition % of two 10-compound mixtures (stronger effect = higher value), % at 5 µM (by protocol); actives 0.16% (n = 62,000);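 active = inhibition above 20% in each of the two 10-compound mixture wells holding the compound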;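 note: 0% = enzyme wells lacking compound mixture and 100% = no-enzyme blank wells; some compounds called inactive have numbers as strong as hits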
* = called active by the depositor; ? = inconclusive; . = not tested or not shown. An excerpt, so the mix of outcomes need not match the whole.

SMILES	CatB inh	CatB mixtures	ROCK2 inh	HER2 expr 66K	Cathepsin G inh	CatL inh	CatS block	PKA kinase inh	C1s block
Cc1cc(C)n(-c2ccc(C(=O)OCC(=O)N(CC(C)C)C3CCS(=O)(=O)C3)cc2)n1 (stereo not given)	0	-1	7	90	-1	-2	-5	8	-1
Cc1ccccc1NC(=O)C1CCCN(S(=O)(=O)c2c(C)noc2C)C1 (stereo not given)	5	7	3	86	10	27	8	7	16
CSc1ncccc1C(=O)OCC(=O)N1CCOCC1	4	1	8	125	7	6	-4	7	11
CCOC(=O)C1C(=O)NC(N2CCCCC2)=NC1c1ccccc1 (stereo not given)	-7	3	5	101	1	-9	-4	-4	6
Cc1cc(C(c2nnnn2Cc2ccccc2)N2CCOCC2)c(C)n1-c1ccc2c(c1)OCO2 (stereo not given)	6	10	2	100	11	14	13	1	11
C=CCn1c(N2CCCC2)nc2c1c(=O)[nH]c(=O)n2C	-9	-4	3	130	-3	1	-15	2	-4
COc1ccc(Cl)cc1NC(=O)CN1CCC(n2nnc3cc(F)ccc32)CC1	1	3	5	93	9	3	3	8	8
Cn1c(C(=O)OC(C(=O)NC2CCCC2)c2ccncc2)cc2sccc21 (stereo not given)	-1	-3	4	72	5	-15	-5	10	-20
COc1ccc(OC)c(C2C3=C(CCCC3=O)Nc3nc4ccccc4n32)c1 (stereo not given)	4	1	10	60	6	4	-3	15	-6
Nc1c(S(=O)(=O)c2cccs2)c2nc3ccccc3nc2n1/N=C/c1cccc(O)c1	-4	-3	-2	49	1	-111	5	5	-12
Cc1cccc(N2C(N)=C(C#N)C(C#N)(C#N)C2c2ccccc2)c1 (stereo not given)	1	-3	4	70	8	.	8	4	-10
COC(=O)C(C)NC(=O)C(C)NC(=O)OCc1ccccc1 (stereo not given)	4	2	5	83	3	-2	-17	11	13
CN(C)CCCn1c(N)c(C#N)c2nc(C#N)c(C#N)nc21	1	2	12	85	12	-21	0	-1	-2
CC1CCCC(NC(=O)CN2CCN(Cc3ccc(Cl)cc3)C2=O)C1C (stereo not given)	0	6	.	83	7	3	-4	4	19
COC(=O)c1ccc(-n2c(C)cc(/C=N/n3cnnc3)c2C)cc1	4	2	4	102	7	-7	-4	6	13
O=C(OCc1c(F)cccc1Cl)c1cnccn1	2	1	8	116	41	-3	-1	10	49
CCN(CC)CC(=O)n1c2c(c3ccccc31)CCCC2	2	0	6	96	0	0	-2	10	0
Brc1ccc(-c2nn3c(-c4ccncc4)nnc3s2)o1	-1	-3	-9	85	-1	-10	1	-9	0
Cc1nn(-c2ccc(Cl)cc2)c(N)c1C(O)(CSc1nccn1C)C(F)(F)F (stereo not given)	-1	0	4	95	-7	24	4	10	-20
CCNC(=O)COC(=O)c1ccc(S(=O)(=O)N2CCCCCC2)cc1	-4	4	2	82	2	-4	0	2	-2
COC(=O)c1ccccc1NC(=O)C1CCCN(S(C)(=O)=O)C1 (stereo not given)	2	0	0	82	-6	1	1	5	2
COc1cccc(-c2nc(CS(=O)(=O)CC(=O)Nc3cccc(C)c3C)c(C)o2)c1	1	4	-2	42	6	.	1	1	-1
COC(=O)Nc1nnc(Cc2ccc(OC)cc2)s1	3	1	8	79	9	20	4	9	13
COc1ccc(NC(=O)C2CCN(c3cc(C)nc(-c4ccccc4)n3)CC2)cc1	0	1	.	76	0	3	-2	4	1
CCNc1nc(C)cc(COC)c1C#N	-5	3	-2	91	-5	-59	-8	-4	-45

Shown with each value named: four of the compounds above.
Brc1ccc(-c2nn3c(-c4ccncc4)nnc3s2)o1
  CatB inh = -1	CatB mixtures = -3	ROCK2 inh = -9	HER2 expr 66K = 85	Cathepsin G inh = -1	CatL inh = -10	CatS block = 1	PKA kinase inh = -9	C1s block = 0

Cc1nn(-c2ccc(Cl)cc2)c(N)c1C(O)(CSc1nccn1C)C(F)(F)F (stereo not given)
  CatB inh = -1	CatB mixtures = 0	ROCK2 inh = 4	HER2 expr 66K = 95	Cathepsin G inh = -7	CatL inh = 24	CatS block = 4	PKA kinase inh = 10	C1s block = -20

CCNC(=O)COC(=O)c1ccc(S(=O)(=O)N2CCCCCC2)cc1
  CatB inh = -4	CatB mixtures = 4	ROCK2 inh = 2	HER2 expr 66K = 82	Cathepsin G inh = 2	CatL inh = -4	CatS block = 0	PKA kinase inh = 2	C1s block = -2

COC(=O)c1ccccc1NC(=O)C1CCCN(S(C)(=O)=O)C1 (stereo not given)
  CatB inh = 2	CatB mixtures = 0	ROCK2 inh = 0	HER2 expr 66K = 82	Cathepsin G inh = -6	CatL inh = 1	CatS block = 1	PKA kinase inh = 5	C1s block = 2

Arranged by value in Cathepsin G inh (high to low): five of the compounds above
SMILES	CatB inh	CatB mixtures	ROCK2 inh	HER2 expr 66K	Cathepsin G inh	CatL inh	CatS block	PKA kinase inh	C1s block
CN(C)CCCn1c(N)c(C#N)c2nc(C#N)c(C#N)nc21	1	2	12	85	12	-21	0	-1	-2
Cc1cc(C(c2nnnn2Cc2ccccc2)N2CCOCC2)c(C)n1-c1ccc2c(c1)OCO2 (stereo not given)	6	10	2	100	11	14	13	1	11
CCN(CC)CC(=O)n1c2c(c3ccccc31)CCCC2	2	0	6	96	0	0	-2	10	0
CCNc1nc(C)cc(COC)c1C#N	-5	3	-2	91	-5	-59	-8	-4	-45
COC(=O)c1ccccc1NC(=O)C1CCCN(S(C)(=O)=O)C1 (stereo not given)	2	0	0	82	-6	1	1	5	2

Later entries:
SMILES	CatB inh	CatB mixtures	ROCK2 inh	HER2 expr 66K	Cathepsin G inh	CatL inh	CatS block	PKA kinase inh	C1s block
Cc1nc(Nc2ccc(S(N)(=O)=O)cc2)oc1C	3	2	7	85	7	5	5	6	2
Cc1cc(Nc2ccccc2)n(CCOC(=O)COc2ccccc2)n1	2	0	8	116	5	-3	-4	8	4
CC(C)OC(=O)CN1C(=O)C(C)(C)Oc2ccc(C(=O)NC3CC3)cc21	0	6	4	111	28	-4	-19	13	4
O=C(OCC1COc2ccccc2O1)c1c(F)cccc1F (stereo not given)	3	3	.	167	10	8	15	3	9
CCc1nc(C)cc(N)c1OCc1ccccc1	8	3	5	102	11	7	10	6	5
COc1ccc(O)c(/C=c2/sc3nc4cc(C)c(C)cc4n3c2=O)c1	1	0	5	75	5	4	13	7	4
CCN1C(=O)/C(=C2/SC(C)=C(C)N2CC)SC1=S	2	-1	2	110	0	11	16	-1	-8
COC(=O)[C@@H](NC(=O)NCc1cccc(OC)c1)C(C)C	10	3	3	110	-1	6	14	7	-4
COc1ccc(S(=O)(=O)N2CCN(Cc3c[nH]c4ccccc34)CC2)cc1	7	4	3	124	19	18	16	6	18
CCC(c1nnc(SCC(=O)N2CC3(C)CC2CC(C)(C)C3)o1)N(C)C (stereo not given)	4	-9	0	99	-15	.	6	0	-119
COc1ccc(S(=O)(=O)N(C)CC(=O)Nc2ccccc2C(F)(F)F)cc1	4	0	5	80	-5	29	1	6	-16
CC1CCCc2sc3nc(NCc4ccco4)n4ncnc4c3c21 (stereo not given)	0	5	10	113	6	0	1	2	12
COc1ccc(-c2cc(C(=O)NC3CCCC3)no2)cc1OC	4	0	-3	102	16	-4	-7	-3	14
CCOc1ccc(C(=O)NCCn2cc(SCC(=O)Nc3cc(C)on3)c3ccccc32)cc1	-1	2	4	120	12	14	3	4	3
Cc1cc(NS(=O)(=O)c2ccc(Cl)cc2)nn1CC(=O)NCc1ccco1	10	-1	7	81	7	6	7	4	2
Cc1ccccc1-c1c(C)oc2cc(O)ccc2c1=O	8	1	15	69	6	13	9	-6	-18
CC(C)=CCC/C(C)=C/CCC(C)NCCN1CCNCC1 (stereo not given)	6	-1	1	88	-25	-2	1	4	-27
COC(=O)CC1Oc2ccc(C)cc2NC1=O (stereo not given)	-2	2	-5	104	-4	14	6	-1	-34
CCOC(=O)c1sc2ncn(C(CC)C(=O)OCC)c(=O)c2c1C (stereo not given)	-1	3	-1	96	8	10	-6	1	12
Cc1cc(-n2nc(C)cc2C)nc(NS(=O)(=O)c2ccccc2)n1	3	6	.	.	9	-3	0	-1	8
COCCn1c(SCc2c(F)cccc2Cl)nc2c1c(=O)[nH]c(=O)n2C	0	5	4	111	-2	5	17	2	-8
Cc1cccc(-c2noc(CN(C(=O)CCc3ccccc3)C(C)C)n2)c1	1	-16	-11	101	-26	-18	-31	0	-87
COc1ccc(OC)c(CCNC(=O)CS(=O)(=O)Cc2nc(-c3ccccc3C)oc2C)c1	-1	0	5	108	7	5	-4	13	-4
CC(C)C(=O)Nc1cccc(C(=O)Nc2nccs2)c1	3	1	2	77	-7	6	1	5	-11
CCN1CCN(C(=O)c2ccc3c(=O)n(C4CCCC4)c(=S)[nH]c3c2)CC1	4	-4	-6	90	-15	3	?	-1	-39

Some of the entries so far, in markdown.
| structure | CatB inh | CatB mixtures | ROCK2 inh | HER2 expr 66K | Cathepsin G inh | CatL inh | CatS block | PKA kinase inh | C1s block |
| --- | --- | --- | --- | --- | --- | --- | --- | --- | --- |
| Cc1cccc(-c2noc(CN(C(=O)CCc3ccccc3)C(C)C)n2)c1 | 1 | -16 | -11 | 101 | -26 | -18 | -31 | 0 | -87 |
| COc1ccc(OC)c(CCNC(=O)CS(=O)(=O)Cc2nc(-c3ccccc3C)oc2C)c1 | -1 | 0 | 5 | 108 | 7 | 5 | -4 | 13 | -4 |

(more compounds)
SMILES	CatB inh	CatB mixtures	ROCK2 inh	HER2 expr 66K	Cathepsin G inh	CatL inh	CatS block	PKA kinase inh	C1s block
CCS(=O)(=O)N1CCC(C(=O)NCc2ccc(F)cc2)CC1	0	3	-2	57	3	-6	-7	-5	11
CN(Cc1ccccc1)c1nc2c(c(=O)[nH]c(=O)n2C)n1Cc1ccccc1	0	2	-11	135	5	16	-2	-5	-35
COc1ccc(CNC(=O)c2cnc(C)cn2)c(OC)c1	1	2	2	122	-14	2	2	5	-15
CCOC(=O)N1CCN(C(=O)c2nn(-c3ccc(C)cc3)c(=O)c3c2c2ccccc2n3C)CC1	-2	6	-6	50	1	0	-3	-3	-12
COc1cc(C(=O)NCC(=O)n2nc(C)cc2C)cc(OC)c1OC	3	.	4	126	.	-2	.	-3	.
CCCCCC(=O)Nc1ccc2oc(-c3cncc(Br)c3)nc2c1	-6	-2	4	140	0	1	5	6	-2
Cc1cc(C(C#N)c2ccccc2)n2ncnc2n1 (stereo not given)	3	7	1	65	13	6	1	0	16
CCN(CC)Cc1c(C(=O)OC(C)C)nnn1-c1nonc1N	5	-1	-1	81	-7	20	9	13	-32
NC(=O)c1ccccc1NC(=O)CS(=O)(=O)Cc1ccccc1	8	2	6	130	-7	-1	3	6	-39
C=CCNC(=O)c1ccc(C(=O)c2ccccc2)cc1	9	1	.	58	7	3	-1	8	-13
CN(C)S(=O)(=O)c1cccc(C(=O)Nc2ccc(Cl)cn2)c1	1	-2	0	79	-1	13	6	2	-1
CC1=C(C#N)c2nc(N)c(C#N)c(C)c2/C1=C\c1ccccc1	2	-3	-2	49	8	-2	-4	4	0
Cc1ccc(C)c(N2CCN(C(=O)COc3cc(=O)n(C)c4ccccc34)CC2)c1	-6	-4	4	59	-3	-6	-6	-4	-23
COc1ccc(-c2noc(CCC(=O)NCCN3CCN(c4ccccc4F)CC3)n2)cc1	-4	2	.	100	5	0	-1	8	10
CCOc1ccc(/C(O)=C2/C(=O)C(=O)N(CCN(C)C)C2c2ccccc2)cc1Cl (stereo not given)	2	.	1	113	.	38	.	0	.
